# Source: PubChem (several laboratories)
# PG9 Ab binder = binds the HIV-1 gp120 antibody PG9; TR-FRET gp120-PG9 antibody binding; inhibition, % at 6.7 µM; 360,000 tested, 0.43% active; AID 624416; in the data active means inhibition above about 8.5%
# UHRF1 binding = blocks human UHRF1 binding to methylated DNA | Q96T88 | UHRF1 binding to methylated oligo, TR-FRET | inhibition, % at 4.4 µM | 370,000 tested, 0.75% active; in the data active means inhibition above about 21%;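 further: UHRF1 SRA domain binding a hemimethylated CpG hairpin DNA probe; 0% = median of test compound wells and 100% = reference inhibitor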
# MBD2 inh = inhibitors of human MBD2 binding to methylated oligonucleotide | Q9UBB5 | TR-FRET | inhibition, % at 4.4 µM | 370,000 tested, 0.31% active; in the data active means inhibition above about 13%
# TCR-CD3 inh = inhibitors of human TCR-CD3 interaction; TAMRA-labeled TCR probe fluorescence, biochemical; inhibition, % at 9.4 µM; AID 651800; 360,000 tested, 0.37% active; in the data active means inhibition above about 19%;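 further: recombinant mutant TCR 2C K166C tagged with TAMRA read by polarization; 0% = receptor in buffer alone and 100% = receptor with positive control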
# PRMT1 FP inh = blocks human protein arginine methyltransferase 1. Q99873. recombinant PRMT1, activity-based probe fluorescence polarization. inhibition, % at 2.79 µM. 370,000 tested, 1.3% active. AID 652257;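 active means inhibition above about 21% made by adding two undisclosed values, limit read from the data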
# Target sequence (Q99873 whole entry, looked up): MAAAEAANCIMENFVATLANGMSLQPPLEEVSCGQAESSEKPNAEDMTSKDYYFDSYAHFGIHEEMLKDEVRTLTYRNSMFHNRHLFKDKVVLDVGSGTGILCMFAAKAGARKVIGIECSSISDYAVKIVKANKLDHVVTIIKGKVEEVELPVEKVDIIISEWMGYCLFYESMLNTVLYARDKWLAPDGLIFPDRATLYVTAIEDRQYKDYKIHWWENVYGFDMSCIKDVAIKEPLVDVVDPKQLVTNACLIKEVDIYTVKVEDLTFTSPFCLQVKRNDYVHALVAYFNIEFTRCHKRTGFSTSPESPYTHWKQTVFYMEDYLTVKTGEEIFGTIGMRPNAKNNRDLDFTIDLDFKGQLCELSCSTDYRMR
# NR1D1 modulator = modulates human Rev-erb alpha binding to DNA; P20393; activity, % at 10 µM; Rev-erbα–FITC-DNA binding, fluorescence polarization, 90 min; AID 1259318; 370,000 tested, 0.79% active;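 active means activity above about 14%, limit read from the data; passing the limit was not always enough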;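 further: 0% = DMSO wells with 35 nM protein and 100% = DMSO wells with 750 nM protein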
# rCAG binder = r(CAG) repeat RNA binding. TO-PRO-1 dye displacement fluorescence. inhibition, % at 3 µM. 370,000 tested, 1.3% active. AID 651821;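 active means inhibition above the plate cutoff, the mean of all test compounds on that plate plus 3 SD, cut at about 35% in these data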;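 further: 0% = DMSO alone and 100% = 100 µM mitoxantrone as full dye displacement; higher means more dye released from RNA so lower well fluorescence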
# HTRA1 inh = inhibitors of human serine peptidase HTRA1; inhibition, % at 5.96 µM; 340,000 tested, 0.5% active; recombinant HTRA1, FP-rhodamine activity-based probe, fluorescence polarization; in the data active means inhibition above about 36%;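 further: 0% = enzyme with DMSO and 100% = wells lacking enzyme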
# ABHD4 inh = inhibits mouse alpha/beta hydrolase domain 4. 370,000 tested, 0.54% active. purified mABHD4, FP-Rh probe fluorescence polarization. inhibition, % at 8.92 µM. AID 720543;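 active means inhibition exceeding the mean over every tested compound plus 3 SD, cut at about 30% in these data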;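 further: 0% = plate median of compound wells and 100% = S159A mutant with DMSO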
# Target sequence (Q8VD66 whole entry, looked up, the tested form may be a part): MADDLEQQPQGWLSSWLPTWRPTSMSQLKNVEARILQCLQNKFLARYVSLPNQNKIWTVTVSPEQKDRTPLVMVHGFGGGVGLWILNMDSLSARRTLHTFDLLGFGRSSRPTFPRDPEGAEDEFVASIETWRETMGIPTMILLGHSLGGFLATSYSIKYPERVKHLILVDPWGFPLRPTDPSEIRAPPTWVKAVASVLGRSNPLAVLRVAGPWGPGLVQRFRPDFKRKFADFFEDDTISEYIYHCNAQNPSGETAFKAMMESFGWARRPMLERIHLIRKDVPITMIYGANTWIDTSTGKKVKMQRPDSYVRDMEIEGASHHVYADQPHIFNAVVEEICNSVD
#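 System: mouse ABHD4 enzyme, wild type / Medium: HEPES pH 7.0, NaCl, Pluronic buffer / Reagent: FP-Rh activity-based fluorescent probe / Control set: S159A mutant high control, sample median low control / Detection: fluorescence polarization with parallel and perpendicular emission, 525/598 nm / Schedule: 45 min + 60 min at 25 °C / Compound dosing: 8.92 µM, single dose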
# LEDGF integ inh = blocks HIV-1 LEDGF/p75-dependent DNA integration | inhibition, % at 3.7 µM | 370,000 tested, 0.64% active | TR-FRET IN-LEDGF/p75 DNA integration, Eu/Cy5;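 active means inhibition above the screen-wide mean plus 3 SD, cut at about 13% in these data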;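 further: signal is the Cy5 over europium emission ratio at 671 and 618 nm; 0% = plate median of compound wells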
# * marks the source's active call; other numbers are inactive results; x = not tested or not shown. Only part of the results is shown, so the mix of outcomes need not match the whole.
1) CCC(C)[C@H]1CNCCN1CCc1cccc(F)c1 (stereo partly specified)
2) O=C1NC2(CCOc3ccccc32)C(=O)N1CC(=O)N(Cc1ccccc1)C1CCS(=O)(=O)C1 (stereo unspecified)
3) Cc1nc2c(c(-c3ccccc3)c1C#N)C(=O)c1ccccc1-2
4) Cc1ccccc1-n1nnnc1Sc1nnnn1-c1ccccc1
5) O=C(Cc1ccccc1)NNS(=O)(=O)c1ccc(F)cc1
6) O=C(/C=C/c1ccco1)Nc1cccc(NC(=O)/C=C/c2ccco2)n1
7) COc1ccc(C2/C=C\CN(CC(C)C)CC(=O)N2Cc2ccc(F)cc2)cc1 (stereo unspecified)
8) NC(=O)[C@@H]1CC2(CC(c3cccc(NC(=O)[C@H]4CCC(=O)N4)c3)=NO2)CN1C(=O)c1ccc(Cl)cc1 (stereo partly specified)
screen / no.	1	2	3	4	5	6	7	8
PG9 Ab binder	-0.8	-2.1	-1.0	0.4	-1.6	-3.0	-2.6	0.2
UHRF1 binding	2	-4	-1	-2	0	21*	2	5
MBD2 inh	0	1	-3	0	-2	11	4	3
TCR-CD3 inh	-3	3	7	11	0	-1	3	0
PRMT1 FP inh	-1	1	0	-2	0	18	-1	0
NR1D1 modulator	9	-3	-2	5	0	-7	8	1
rCAG binder	3	4	0	0	0	21	-6	9
HTRA1 inh	-2	4	6	-5	-15	-46	-5	0
ABHD4 inh	6	5	-7	-6	-2	-26	-7	-6
LEDGF integ inh	0	-3	-2	3	0	11	3	-1

9) COC(=O)Cc1[nH]n(-c2ccccc2)c(=O)c1C(C)=Nc1ccccc1
10) Fc1ccc(NC(=S)NCc2ccccc2Cl)cc1
11) COc1cccc(C(=O)NCCNC(=O)c2ccc(C)nc2)c1
12) COc1ccccc1CNC(=O)c1ccc2ccccc2n1
13) Nc1ccc2[nH]c(=S)[nH]c2c1
14) CN(CC(=O)NCc1ccc(Cl)cc1)S(=O)(=O)c1cccc2nsnc12
15) Cc1c(OCC(=O)NCCCN2CCOCC2)ccc2c3c(c(=O)oc12)CCC3
16) CCOC(=O)c1sc(/N=C/C2=C(O)CC(C)(C)CC2=O)c(C(=O)OCC)c1C
screen / no.	9	10	11	12	13	14	15	16
PG9 Ab binder	-3.5	-1.5	-2.1	-1.0	-3.6	-1.9	-1.3	-0.7
UHRF1 binding	-1	0	3	1	-3	0	0	-1
MBD2 inh	-2	-3	1	-7	-3	-4	-1	-3
TCR-CD3 inh	0	7	1	4	4	4	-2	6
PRMT1 FP inh	2	0	3	-4	5	-3	-2	-1
NR1D1 modulator	-1	-1	1	-2	-4	-2	3	0
rCAG binder	4	1	1	3	1	-1	-5	-3
HTRA1 inh	3	-10	4	-24	7	9	2	-6
ABHD4 inh	5	-6	5	-10	14	-3	-7	2
LEDGF integ inh	-1	-3	-3	3	-2	-1	2	2

17) CC(O)c1nc2ccc(Cc3ccc4nc(C(C)O)[nH]c4c3)cc2[nH]1 (stereo unspecified)
18) C=CCc1c(C)nc(C)nc1N/N=C/c1ccccc1
19) CCOC(=O)N1CCN(C(=O)CCn2c(=S)[nH]c3ccsc3c2=O)CC1
20) CC(O)C1CCC2C3CC[C@H]4CC(O)CCC4(C)C3CC3(OCCO3)C12C (stereo partly specified)
21) O=C1ON(Cc2ccccc2)C(c2ccccc2)N1c1ccccc1 (stereo unspecified)
22) Cc1ccc(NC(=O)C2C(=O)N(C)c3ccccc32)cc1 (stereo unspecified)
23) CCCCCCN(C(=O)CCCCCN1C(=O)NC(c2ccc(-c3ccccc3)cc2)C(C(=O)OCc2ccccc2)=C1C)C(C)C(=O)NCCCC (stereo unspecified)
24) COC(=O)c1ccccc1NC(=O)Cn1c(=O)n(Cc2ccccc2)c(=O)c2c(C)c(C)sc21
screen / no.	17	18	19	20	21	22	23	24
PG9 Ab binder	2.5	-1.1	-1.4	-0.8	1.6	-4.5	-1.4	0.9
UHRF1 binding	-2	-2	13	-1	-1	-2	-1	2
MBD2 inh	3	2	8	-2	-2	3	4	6
TCR-CD3 inh	-1	4	2	1	-5	2	4	1
PRMT1 FP inh	0	1	5	-1	-2	-5	2	-1
NR1D1 modulator	-2	-3	-5	-3	0	-2	1	3
rCAG binder	0	-4	-2	-12	2	3	15	2
HTRA1 inh	3	-3	-2	-11	0	2	x	1
ABHD4 inh	-7	7	-9	6	-10	-5	-4	-6
LEDGF integ inh	0	1	0	1	2	-2	0	1

25) CC(C)N(C)CCOC(=O)c1ccccc1Cl
26) O=S(=O)(O)c1nc2ccccc2n1CCOc1ccccc1
27) Cc1cc(/C=N\NC(=O)CC(=O)NC2CCCCC2)c(C)n1-c1ccc(Cl)c(Cl)c1
28) CC(C)Cc1ccc(-c2cc3nc(NCCCn4ccnc4)ccn3n2)cc1
29) NC(N)=NC1=NC(=O)/C(=C/c2ccccc2-n2cccn2)S1
30) CC1(c2ccccc2)CC(C)(C)N(C(N)=O)c2ccccc21 (stereo unspecified)
31) CCOc1ccc(N(CC(=O)NC(C)CC)S(C)(=O)=O)cc1 (stereo unspecified)
32) COc1ccc(S(=O)(=O)NCCc2cn3cccc(C)c3n2)cc1OC
screen / no.	25	26	27	28	29	30	31	32
PG9 Ab binder	-0.8	-3.7	-1.6	0.1	0.2	-0.4	-1.1	-0.1
UHRF1 binding	2	20	2	3	-1	-2	1	1
MBD2 inh	1	4	6	-1	1	1	-3	-5
TCR-CD3 inh	0	6	0	-1	-2	4	9	2
PRMT1 FP inh	-3	-2	-1	5	6	0	-3	3
NR1D1 modulator	3	-2	4	4	0	24	-2	2
rCAG binder	-6	13	2	4	7	-4	-4	1
HTRA1 inh	-5	0	-10	x	-4	20	5	-5
ABHD4 inh	-3	7	1	-2	-8	4	-5	-2
LEDGF integ inh	1	5	-4	0	0	0	-1	-2

33) Cc1ccc(C)c(NC(=O)COC(=O)CNC(=O)c2ccccc2Cl)c1
34) COCCOC(=O)C1=C(N)Oc2c(oc(CO)cc2=O)C1c1c(F)cccc1Cl (stereo unspecified)
35) COc1cccc(N(C(=O)CNC(=O)c2ccco2)C(C(=O)NC2CCCC2)c2ccco2)c1 (stereo unspecified)
36) CCN(C[C@H]1N[C@@](Cc2ccccc2)(C(=O)OC)[C@H]2C(=O)N(C)C(=O)[C@@H]12)C(=O)Nc1ccc(C(F)(F)F)cc1
37) C=CCn1c(C)cc(C(=O)CN2C(=O)c3ccccc3C2=O)c1C
38) COc1ccccc1N1CCN(S(=O)(=O)CCNC(=O)/C=C/c2ccc3c(c2)OCO3)CC1
39) CC1(C)CC(=O)C2=C(C1)N1C(=C(C#N)C2c2ccc(Cl)cc2)N=C(N)c2ccccc21 (stereo unspecified)
40) O=C(COc1ccccc1)NS(=O)(=O)c1ccc(Cl)cc1
screen / no.	33	34	35	36	37	38	39	40
PG9 Ab binder	-0.8	-0.1	-0.9	-1.4	-0.9	-1.9	-1.4	-0.8
UHRF1 binding	2	-1	5	-1	2	-3	-3	-1
MBD2 inh	-5	0	6	3	-2	1	5	2
TCR-CD3 inh	2	-1	-5	6	-6	-1	-9	6
PRMT1 FP inh	-6	-6	8	-6	2	-3	11	1
NR1D1 modulator	2	6	8	3	3	-4	3	1
rCAG binder	4	-2	-3	-1	-8	2	10	2
HTRA1 inh	1	3	4	-4	-4	-2	-42	-3
ABHD4 inh	4	-1	-6	-2	0	0	23	5
LEDGF integ inh	4	0	-1	3	-3	4	-4	-2

41) CCC(=O)N1CCc2cc(Br)cc(S(=O)(=O)CCC(=O)NCC3CCCO3)c21 (stereo unspecified)
42) Cc1ccc(-n2ncc3c(=O)n(CC(=O)N4CCN(C(=O)c5ccco5)CC4)cnc32)cc1
43) COc1ccc(-c2ncc3ccccn23)cc1OC
44) Cc1ccc(N2CCN(C(=O)CCc3nc4ccccc4[nH]3)CC2)c(C)c1
45) O=C(O)CCCNC(=O)/C(=C\c1ccc(Cl)cc1)NC(=O)c1ccc(Br)cc1
screen / no.	41	42	43	44	45
PG9 Ab binder	-3.0	0.3	-1.8	0.5	-1.4
UHRF1 binding	3	-1	0	1	-2
MBD2 inh	-7	0	1	-2	2
TCR-CD3 inh	-1	2	-1	1	0
PRMT1 FP inh	-1	0	4	1	-4
NR1D1 modulator	-6	-6	-5	8	6
rCAG binder	2	8	9	-1	8
HTRA1 inh	2	-3	-3	-2	5
ABHD4 inh	0	1	4	1	-3
LEDGF integ inh	2	1	1	1	4

# By substructure, those above containing fluorine (six)
1) CCC(C)[C@H]1CNCCN1CCc1cccc(F)c1 (stereo partly specified)
5) O=C(Cc1ccccc1)NNS(=O)(=O)c1ccc(F)cc1
7) COc1ccc(C2/C=C\CN(CC(C)C)CC(=O)N2Cc2ccc(F)cc2)cc1 (stereo unspecified)
10) Fc1ccc(NC(=S)NCc2ccccc2Cl)cc1
34) COCCOC(=O)C1=C(N)Oc2c(oc(CO)cc2=O)C1c1c(F)cccc1Cl (stereo unspecified)
36) CCN(C[C@H]1N[C@@](Cc2ccccc2)(C(=O)OC)[C@H]2C(=O)N(C)C(=O)[C@@H]12)C(=O)Nc1ccc(C(F)(F)F)cc1
screen / no.	1	5	7	10	34	36
PG9 Ab binder	-0.8	-1.6	-2.6	-1.5	-0.1	-1.4
UHRF1 binding	2	0	2	0	-1	-1
MBD2 inh	0	-2	4	-3	0	3
TCR-CD3 inh	-3	0	3	7	-1	6
PRMT1 FP inh	-1	0	-1	0	-6	-6
NR1D1 modulator	9	0	8	-1	6	3
rCAG binder	3	0	-6	1	-2	-1
HTRA1 inh	-2	-15	-5	-10	3	-4
ABHD4 inh	6	-2	-7	-6	-1	-2
LEDGF integ inh	0	0	3	-3	0	3
